# Bioassay records: PubChem BioAssay, Broad Institute
# GSIS activator: GLuc luminescence reporter in INS-1E cells, primary screen for activators of glucose-dependent secretion of insulin; activation, % at 16.6 µM; INS-1E GLuc reporter insulin secretion, 2-3 h; actives 0.61% (n = 370,000);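 active = lowest replicate activation of at least 40%, so every replicate reaches that level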;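 note: 0% = median of neutral control wells and 100% = median of IBMX positive control wells; some compounds called inactive have numbers as strong as hits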
# CFTR F508del cor: F508del CFTR correction, initial screen, CFBE line, single point. CFBE cells, YFP halide quenching; stimulated with forskolin plus potentiator P3; % fluorescence drop versus neutral controls. activity (quench increase), % at 7.58 µM. actives 0.36% (n = 350,000). AID 720511, 2013;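 active = mean added fluorescence quench of at least 8% versus neutral control, with both replicates also reaching 8%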;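 note: cells transiently co-express mutant CFTR-F508del with the halide-sensitive YFP; corrector assay measuring rescue of mutant channel to the surface after 24 h compound exposure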
# ERAP1 inh: human ERAP1 aminopeptidase inhibitors, primary screen, biochemical, single point, plate reader. Endoplasmic reticulum aminopeptidase 1 (Homo sapiens), Q9NZ08. recombinant ERAP1, Leu-AMC fluorescence, 60 min. inhibition, % at 10.7 µM. actives 0.15% (n = 340,000). AID 652197, 2013;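 active = mean replicate inhibition of at least 30%, or all replicates individually reaching that 30% level; inactive = mean below 30% and not every replicate reaching it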;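 note: 0% = neutral control wells and 100% = L-leucinethiol positive control wells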
# Target sequence (Q9NZ08 whole entry, looked up): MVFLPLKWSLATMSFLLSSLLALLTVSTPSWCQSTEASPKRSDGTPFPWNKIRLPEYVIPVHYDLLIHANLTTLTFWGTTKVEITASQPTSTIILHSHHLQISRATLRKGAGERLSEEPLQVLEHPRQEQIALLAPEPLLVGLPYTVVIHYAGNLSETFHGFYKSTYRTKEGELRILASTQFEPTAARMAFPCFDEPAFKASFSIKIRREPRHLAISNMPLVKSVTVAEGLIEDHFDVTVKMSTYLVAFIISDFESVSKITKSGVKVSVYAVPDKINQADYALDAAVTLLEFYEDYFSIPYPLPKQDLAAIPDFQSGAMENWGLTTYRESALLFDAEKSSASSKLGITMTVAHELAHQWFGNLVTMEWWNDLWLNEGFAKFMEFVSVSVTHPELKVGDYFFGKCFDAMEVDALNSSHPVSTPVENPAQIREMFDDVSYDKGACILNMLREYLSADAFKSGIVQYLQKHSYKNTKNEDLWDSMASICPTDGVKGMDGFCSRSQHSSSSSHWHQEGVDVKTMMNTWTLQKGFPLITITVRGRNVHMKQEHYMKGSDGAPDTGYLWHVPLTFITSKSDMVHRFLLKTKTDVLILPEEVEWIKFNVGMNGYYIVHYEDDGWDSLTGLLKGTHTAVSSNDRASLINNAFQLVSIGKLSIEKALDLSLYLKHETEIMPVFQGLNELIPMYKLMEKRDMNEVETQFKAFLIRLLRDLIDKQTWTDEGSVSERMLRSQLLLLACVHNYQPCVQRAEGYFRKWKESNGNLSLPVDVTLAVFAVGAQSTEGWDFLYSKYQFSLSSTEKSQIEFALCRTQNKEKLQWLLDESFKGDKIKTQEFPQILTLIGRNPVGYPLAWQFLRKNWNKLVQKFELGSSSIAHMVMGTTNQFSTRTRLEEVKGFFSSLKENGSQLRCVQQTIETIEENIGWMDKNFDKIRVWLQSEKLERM
# RAD54 inh: inhibitors of human RAD54 branch migration, primary screen, biochemical, fluorescence, single point; inhibition, % at 10.4 µM; actives 0.14% (n = 360,000); RAD54 Holliday junction branch migration, FAM/BHQ fluorescence;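 active = mean normalized replicate activity at least 40 and at least half of replicates scoring 40 or more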;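 note: 0% = median of neutral control wells and 100% = median of positive control wells; inhibitors cause a drop in the FAM fluorescence signal; in these data hits start at about 50%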
# esBAF inh: Bmi1 luciferase reporter increase in mESCs, primary screen, esBAF inhibitor project, mouse ES cells, Bmi1 luciferase knock-in, single point. 24 h; 100% = twice the neutral-well signal. reporter increase, % at 12.5 µM. actives 2% (n = 350,000). AID 602393, 2012; in the data active = activation above about 40%;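 note: 0% = median of the plate's neutral control wells and 100% = double that signal; a rise in the Bmi1 reporter signal indicates esBAF inhibition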
# XiGFP reactiv: activators of inactive X chromosome reactivation, primary screen, imaging, XiGFP fibroblasts, GFP high-content imaging, set 2; actives 0.055% (n = 360,000); XiGFP mouse fibroblasts, % GFP-positive cells imaging, 3 d; cells co-treated with 5-aza-dC sensitizer; scaled so ellipticine positive control = 100%; activation, % at 7.58 µM;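 active = mean normalized replicate activation at least 10% and every replicate at or above 10%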;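 note: 0% = median of on-plate neutral control wells and 100% = ellipticine 6 µM median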
#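 Material: XiGFP fibroblasts, SV40-immortalized. Buffer or medium: DMEM plus 5-aza-dC sensitizer. Compound: single concentration per compound, delivered by pin transfer. Times: 3 days compound exposure. Controls: ellipticine 6 µM.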
# ARNT-TACC3 inh: disruptors of ARNT/TACC3 protein interaction, primary screen, biochemical, AlphaScreen, single concentration; Transforming acidic coiled-coil-containing protein 3 (Homo sapiens), Q9Y6A5; AlphaScreen His-ARNT PAS-B/GST-TACC3 binding, luminescence; TACC3 fragment carries E629A point mutation; inhibition, % at 9.99 µM; actives 0.66% (n = 390,000); AID 623870, 2012;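 active = mean inhibition of replicates at least 50% and at least half of replicates each reaching 50%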;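 note: 0% = complete ARNT plus TACC3 wells and 100% = ARNT alone without TACC3; many hits fall short of the cut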
# RAD52 inh: RAD52 DNA annealing inhibitors, primary screen, biochemical, FRET, single point, set 2; DNA repair protein RAD52 homolog (Homo sapiens), P43351; inhibition, % at 18.7 µM; recombinant RAD52 DNA annealing, FRET fluorescence; actives 0.46% (n = 360,000);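 active = every replicate showing at least 50% inhibition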
# Starred values were filed as active, the others as inactive; · = no result given.
SMILES,GSIS activator,CFTR F508del cor,ERAP1 inh,RAD54 inh,esBAF inh,XiGFP reactiv,ARNT-TACC3 inh,RAD52 inh
C[C@@H]1CN([C@@H](C)CO)C(=O)c2cc(NC(=O)Cc3ccccc3)ccc2O[C@H]1CN(C)CC1CC1,12.7,0.2,2.2,·,·,0.2,·,11.2
CCn1c(=O)c2cc(C(=O)NCCOC)sc2c2ccccc21,-4.1,3.8,3.5,-0.1,2.2,0.0,-5.9,-12.2
O=C(Nc1ccon1)c1nc[nH]c1C(=O)N1CCN(c2ccccc2)CC1,11.3,-1.3,3.7,-3.2,-1.0,0.0,5.9,-3.3
COc1ccc(NS(=O)(=O)c2ccc(NS(=O)(=O)c3cccc(C(=O)O)c3)cc2)cc1,1.3,0.9,-1.1,-0.1,-4.2,-0.1,-3.1,-11.5
Cc1ccc(S(=O)(=O)N(CC(=O)Nc2ccc(C)c(Cl)c2)C(=O)N2CCN(C)CC2)cc1,16.2,1.2,0.4,·,-3.2,0.1,1.3,-1.2
C[C@@H]1CN([C@@H](C)CO)C(=O)c2cccc(NC(=O)Nc3ccc4c(c3)OCO4)c2O[C@H]1CN(C)C(=O)NC1CCCCC1,-0.1,-1.5,-4.5,1.4,9.8,0.9,-11.5,-12.4
CCNC(=O)C1(C)CCCN(C(=O)c2cccc(C)c2C)C1 (configuration not stated),34.0,-1.3,0.3,0.8,-8.9,-0.1,·,2.9
COc1ccc(N2CC(C(=O)N3CCN(c4ccccc4F)CC3)CC2=O)cc1 (configuration not stated),9.0,4.0,-1.0,-12.0,0.7,0.4,3.8,-10.1
c1ccc(-n2c(-c3ccco3)nnc2-c2ccco2)cc1,10.4,·,·,-8.8,1.5,·,-5.6,·
O=C(N[C@@H]1CC[C@H](CC(=O)N2CCN(c3ccccc3)CC2)O[C@H]1CO)c1ccncc1,5.5,3.6,-2.3,-4.1,-2.4,0.0,3.0,3.9
CCCNC(=O)c1cc(C2CCCCN2S(=O)(=O)c2ccc(F)cc2F)on1 (configuration not stated),8.7,-2.4,0.1,-10.7,-3.1,0.0,·,-14.9
NC(=O)Cn1cnc2c(nnn2-c2cccc(Cl)c2)c1=O,-0.4,1.5,0.7,-9.3,-9.4,-0.1,-11.2,-8.4
COc1ccc2c3c([nH]c2c1)[C@@H](CO)N(CC1CCCCC1)CC31CN(C(=O)C2CCOCC2)C1,3.4,2.3,-4.0,·,·,0.1,·,-37.0
COc1cccc(-c2cnc3c(c2)C(=O)N([C@@H](C)CO)C[C@@H](C)[C@@H](CN(C)Cc2ccncc2)O3)c1,-6.8,3.0,-0.5,3.5,-3.1,-0.4,-12.5,-4.3
CCOc1ccc(C(=O)NC2CC3CCCC(C2)N3CC(C)C)cc1 (configuration not stated),-4.6,-0.1,-1.1,·,·,0.0,-3.8,-9.4
CN(c1ccccc1)S(=O)(=O)c1ccc(NC(=O)c2ccc(F)cc2)cc1,·,-0.8,-2.1,·,·,0.3,3.7,1.2
COc1ccc(NC(=O)Nc2ccc3c(c2)CCC3)c(OC)c1,8.2,1.2,6.2,-4.3,2.1,-0.1,-1.1,-13.0
CCOc1ccc(NC(=O)Cn2nc(C(N)=O)c3ccccc3c2=O)cc1S(=O)(=O)N1CCCC1,·,0.2,1.0,6.3,-2.0,0.0,-6.8,-1.7
COc1ccc(-c2oc3ccccc3c2C(=O)OCc2ccccc2OC)cc1,13.3,3.5,0.8,2.8,9.6,0.0,6.5,-13.5
Cc1noc(C)c1NC(=O)Nc1cccc2c1O[C@@H](CN(C)C(=O)Nc1ccc(C(F)(F)F)cc1)[C@@H](C)CN([C@H](C)CO)C2=O,-6.4,-1.4,3.1,-8.4,2.6,-0.1,0.1,5.9
C[C@@H]1CN([C@@H](C)CO)C(=O)c2cc(NS(=O)(=O)c3ccc(F)cc3)ccc2O[C@@H](C)CCCCO[C@@H]1CN(C)C(=O)Cc1ccccc1,-11.5,2.8,·,-22.2,-1.5,-0.3,5.1,·
O=C1CN(Cc2ccccc2)C[C@H]2[C@@H](c3ccc(-c4ccccc4F)cc3)[C@@H](CO)N12,26.3,-2.3,0.9,·,·,0.1,·,-5.9
O=C(NC1CCCCC1)N[C@H]1CC[C@@H](CCNS(=O)(=O)c2ccc(Cl)cc2)O[C@@H]1CO,20.8,1.3,2.5,-0.3,3.8,-0.1,3.9,6.1
CCCCCCCCSc1nnc2[nH]c(=O)cc(N)n12,1.7,-0.4,-10.6,·,·,0.1,6.3,-9.8
CCSc1ccc2c(c1)N(CCCN1CCN(C)CC1)c1ccccc1S2,·,3.9,28.1,25.9,-5.5,0.0,38.3,63.2*
CCCNC(=O)N1[C@H](CO)[C@H](c2ccc(C3=CCCCC3)cc2)[C@@H]1C#N,-17.8,-3.2,4.1,2.4,2.3,0.1,-4.3,4.1
COc1cc(-c2nnc(NC(=O)c3ccc(S(=O)(=O)N4CCOCC4)cc3)o2)cc(OC)c1OC,7.3,-3.1,-3.0,·,·,0.1,·,0.8
CC(=O)N1[C@H](CO)[C@H]2c3ccccc3N(C(=O)c3ccc(F)cc3)C[C@H]21,15.6,-1.2,·,3.0,2.0,-0.1,-3.0,·
Cc1ccccc1NC(=O)c1ccno1,-4.9,0.9,-1.3,-6.8,-5.8,0.0,14.3,-18.6
CC(C)CCN1CCN(Cc2ccc(N3CCNC3=O)cc2)CC1CCO (configuration not stated),16.3,-0.4,2.5,·,·,0.3,9.5,-3.7
CCC(=O)N[C@H]1CC[C@@H](CCNC(=O)Nc2ccc(C(F)(F)F)cc2)O[C@@H]1CO,-1.7,-5.4,-2.0,-11.0,0.9,0.0,28.2,14.9
O=c1cc(-c2ccc(Cl)cc2)oc(=O)[nH]1,·,1.2,-2.5,·,·,0.0,3.1,-1.6
CNc1nc(N/N=C/c2cc3c(cc2[N+](=O)[O-])OCO3)nc(Nc2ccccc2)n1,9.8,0.4,18.6,·,·,1.0,-3.1,-21.5
OCCN=C1CCCc2c1[nH]c1ccc(Cl)cc21,10.4,-0.9,·,·,-4.8,0.2,·,-18.4
COc1ccc(S(=O)(=O)N(C)C[C@@H]2OCCCC[C@@H](C)Oc3ccc(NC(=O)NC4CCCCC4)cc3C(=O)N([C@@H](C)CO)C[C@@H]2C)cc1,-20.0,-3.2,0.6,-0.5,11.0,0.0,11.3,-34.1
COC(=O)c1ccccc1-c1ccc(C(c2c(C)[nH][nH]c2=O)c2c(C)[nH][nH]c2=O)o1,-16.8,·,11.9,·,·,0.0,60.2*,-16.1
Cc1ccc(NC(=O)N2CCCCC2)cc1[N+](=O)[O-],-11.3,1.3,-3.2,-2.5,6.2,0.3,-4.1,-10.5
CSCCC(NC(=O)COc1ccccc1)C(=O)NCCOc1ccccc1 (configuration not stated),-29.8,0.1,-6.4,0.8,-4.1,0.0,-3.0,-10.7
CCOc1ccc(Nc2ncnc3c2nnn3Cc2ccccc2)cc1,-4.6,-3.6,0.1,8.8,-1.6,0.0,-5.9,-0.7
CC(C)N(CCNC(=O)c1ccc(NC2=NC3CS(=O)(=O)CC3S2)cc1)Cc1ccco1 (configuration not stated),·,1.6,2.9,17.5,-0.9,0.2,2.8,1.4

# Five records drawn at random from the list so far, as already listed:
SMILES,GSIS activator,CFTR F508del cor,ERAP1 inh,RAD54 inh,esBAF inh,XiGFP reactiv,ARNT-TACC3 inh,RAD52 inh
Cc1ccc(NC(=O)N2CCCCC2)cc1[N+](=O)[O-],-11.3,1.3,-3.2,-2.5,6.2,0.3,-4.1,-10.5
OCCN=C1CCCc2c1[nH]c1ccc(Cl)cc21,10.4,-0.9,·,·,-4.8,0.2,·,-18.4
CSCCC(NC(=O)COc1ccccc1)C(=O)NCCOc1ccccc1 (configuration not stated),-29.8,0.1,-6.4,0.8,-4.1,0.0,-3.0,-10.7
O=c1cc(-c2ccc(Cl)cc2)oc(=O)[nH]1,·,1.2,-2.5,·,·,0.0,3.1,-1.6
COC(=O)c1ccccc1-c1ccc(C(c2c(C)[nH][nH]c2=O)c2c(C)[nH][nH]c2=O)o1,-16.8,·,11.9,·,·,0.0,60.2*,-16.1

# Further compounds:
SMILES,GSIS activator,CFTR F508del cor,ERAP1 inh,RAD54 inh,esBAF inh,XiGFP reactiv,ARNT-TACC3 inh,RAD52 inh
COCC(=O)N(C)C[C@H]1Oc2cc(Br)ccc2S(=O)(=O)N([C@@H](C)CO)C[C@@H]1C,13.5,-1.0,2.6,7.3,-0.4,-0.9,-7.9,10.9
C[C@@H](NC(=O)C[C@H]1CC[C@@H](NC(=O)C2CCC2)[C@H](CO)O1)c1ccccc1,29.4,-0.2,-0.9,-5.5,0.7,-0.2,17.6,-10.8
COc1cc(C#N)ccc1OCC(=O)N1CCc2ccccc2C1,13.0,2.0,2.0,-9.1,-10.3,0.0,·,-1.8
CCOC(=O)c1c(C)[nH]c(C(=O)COC(=O)CN2C(=O)C3CCCCC3C2=O)c1C (configuration not stated),3.3,·,-1.0,8.9,1.5,·,-1.2,2.7
Cc1ccc(S(=O)(=O)N[C@@H]2C=C[C@H](CC(=O)NCCN3CCCCC3)O[C@H]2CO)cc1,3.1,-1.1,-0.2,12.5,-4.6,0.5,1.6,4.7
N#Cc1ccc(-c2nc3ccc(Cl)cn3c2Cc2ccccc2C(F)(F)F)cc1,18.8,-1.1,-0.1,4.9,11.3,-0.1,·,-50.0
COc1ccc(CNC(=O)C2CCN(S(=O)(=O)c3ccc4c(c3)CC(C)N4C(=O)C3CC3)CC2)cc1 (configuration not stated),-5.4,3.8,2.1,5.5,-2.4,0.3,-11.1,-41.6
CCOc1ccc(-c2csc(N)c2C(=O)OC)cc1,1.4,·,-0.6,6.3,-6.5,·,·,-16.2
COc1cc(SC)ccc1C(=O)Nc1cccc(C)n1,17.4,1.3,-3.2,3.6,45.0*,0.0,-8.1,-10.3
CCCN(Cc1nnc(-c2ccccc2Cl)o1)C(=O)COc1ccc(Cl)cc1,-27.2,4.0,1.1,0.3,-7.5,-0.1,1.2,-4.6
COc1ccc(N2C(=O)CS/C2=N\C(=S)Nc2ccccc2)cc1,3.7,-2.1,·,-1.4,-0.5,0.1,·,-9.6
Cc1nn(C)c(C)c1S(=O)(=O)N1CCC(C(=O)NCCC2=CCCCC2)CC1,-20.8,0.7,-0.6,4.2,19.6,0.2,·,-13.0
CCCc1nc2sc3c(c2c(=O)n1NC(=O)CCC(=O)O)CCCC3,7.5,-2.2,5.6,6.2,·,·,-6.6,-15.2
CCOC(=O)CSC1=C(C#N)C(C)C2=C(CCCC2=O)N1 (configuration not stated),-0.2,·,·,3.4,62.3*,·,-12.2,·
C[C@H](CO)N1C[C@H](C)[C@H](CN(C)Cc2ccc(Oc3ccccc3)cc2)Oc2ccc(NC(=O)CCCCCC(=O)Nc3ccccc3N)cc2CC1=O,-0.3,1.3,0.4,-2.2,-5.0,1.1,22.5,17.5
Cc1ccccc1-c1nc(S(=O)(=O)c2ccccc2)c(N2CCCC2)o1,4.0,0.4,3.5,-16.8,8.2,0.0,-6.2,-6.3
